Compound activity as filed in PubChem BioAssay.
MKP-3 inhibition = inhibition of rat DUSP6 enzyme activity – biochemical, in vitro, primary screen (AID 425); hit rate 0.17% among 110,000; recombinant MKP-3 phosphatase activity, fluorescence; higher % means a stronger effect; one-dose inhibition, % at 20 µM; IC50 in µM for titrated hits; in the data active = inhibition above about 50%;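 note: plate controls were vehicle for no effect and reference inhibitor for full effect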
Hsp70 displacement = Hsp70 inhibitors, probe displacement, primary screen, biochemical, fluorescence polarization (AID 583). hit rate 0.06% among 140,000. Hsp70 fluorescence polarization probe displacement, mP; higher % means a stronger effect. displacement, % at 20 µM; hits with a dose series show IC50 in µM; in the data active = displacement above about 50%;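 note: plate controls were vehicle for no effect and reference ligand for full effect; a part of the inactive calls stands beside numbers as strong as those of hits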
* = called active by the depositor.

Results for Cc1ccc2c(c1)C1OCCC1C1N2C(=O)C2C(C(=O)O)C3C=CC21O3 (configuration not stated) ?
MKP-3 inhibition: -5.0%; Hsp70 displacement: 11.0%

Results for Cc1ccc(N(CC(N)=O)C2SC(=O)N(Cc3cccc(C(=O)O)c3)C2=O)cc1 (configuration not stated) ?
Hsp70 displacement: 3.6%

Results for Cc1c(C(=O)NN(c2ccccc2)c2ccccc2)cccc1[N+](=O)[O-] ?
MKP-3 inhibition: 1.2%; Hsp70 displacement: -1.1%

How did Cc1ccc(C)c(CSc2nnc(-c3cccnc3)o2)c1 do in these assays?
MKP-3 inhibition: -7.0%; Hsp70 displacement: 15.2%

How did CCOC(=O)C1CCN(c2c(N(C)Cc3ccco3)c(=O)c2=O)CC1 do in these assays?
MKP-3 inhibition: -10.4%; Hsp70 displacement: -1.0%

How did O=C1C(NC2CCCCC2)=C(N2CCCCC2)C(=O)c2ccccc21 do in these assays?
MKP-3 inhibition: 0.6%; Hsp70 displacement: 4.7%

Results for O=C(COC(=O)CNC(=O)C1CCCCC1)Nc1ccc(Cl)cn1 ?
MKP-3 inhibition: -9.0%; Hsp70 displacement: 1.8%

Results for Cc1cccc(C)c1NC(=O)C1(N(Cc2ccco2)C(=O)c2ccccn2)CCCC1 ?
MKP-3 inhibition: -2.1%; Hsp70 displacement: -1.1%

Results for CCOC(=O)C(=O)Nc1ccccc1C(=O)NC(C)C ?
Hsp70 displacement: -1.7%

What do the screens show for `CCOC(=O)N1CCC(NC(=O)CCS(=O)(=O)c2ccc3c(c2)CCN3C(C)=O)CC1`?
MKP-3 inhibition: 4.0%; Hsp70 displacement: 0.9%

Results for Cn1c(=O)[nH]c(=O)c2c1nc(NCCCn1ccnc1)n2CCOc1ccccc1 ?
MKP-3 inhibition: -7.3%; Hsp70 displacement: -0.1%

How did CC1=CC(C)(C)N2C(=O)C3(SCC(=O)N3c3ccc(O)cc3)c3cc(C)cc1c32 (configuration not stated) do in these assays?
MKP-3 inhibition: -4.7%; Hsp70 displacement: 6.5%

How did COc1ccc(C)cc1NC(=O)c1cc2ccccc2o1 do in these assays?
MKP-3 inhibition: -9.9%; Hsp70 displacement: 3.8%

What do the screens show for `COc1cc(OC)cc(C(=O)Nc2ncc3c(n2)CC(C)CC3=O)c1` (configuration not stated)?
MKP-3 inhibition: 1.0%; Hsp70 displacement: -2.8%

What do the screens show for `c1csc(-c2nn3c(Cn4cnc5ccccc54)nnc3s2)c1`?
MKP-3 inhibition: -3.7%; Hsp70 displacement: -3.8%

Results for COc1ccc(-c2cn3c4c(sc3n2)CCCC4)cc1 ?
MKP-3 inhibition: -0.6%

Results for Cc1csc(NC(=O)c2ccc(S(=O)(=O)N(C)c3ccccc3)cc2)n1 ?
Hsp70 displacement: -0.8%

How did CSc1nc2cc(S(=O)(=O)N3CCOCC3)ccc2s1 do in these assays?
MKP-3 inhibition: -10.4%; Hsp70 displacement: -1.9%

What do the screens show for `CC1=C(C(=O)OC2CCCC2)C(c2ccc(Br)cc2)NC(=O)N1` (configuration not stated)?
MKP-3 inhibition: 3.7%; Hsp70 displacement: 1.4%

How did Cc1ccccc1NC(=O)/C(=C/c1ccc(Br)cc1)NC(=O)c1ccccc1 do in these assays?
MKP-3 inhibition: 4.0%; Hsp70 displacement: -0.6%

As a short view, part of the list above:
How did CC1=CC(C)(C)N2C(=O)C3(SCC(=O)N3c3ccc(O)cc3)c3cc(C)cc1c32 (configuration not stated) do in these assays?
MKP-3 inhibition: -4.7%; Hsp70 displacement: 6.5%

How did COc1ccc(C)cc1NC(=O)c1cc2ccccc2o1 do in these assays?
MKP-3 inhibition: -9.9%; Hsp70 displacement: 3.8%

What do the screens show for `COc1cc(OC)cc(C(=O)Nc2ncc3c(n2)CC(C)CC3=O)c1` (configuration not stated)?
MKP-3 inhibition: 1.0%; Hsp70 displacement: -2.8%

(continued)
Results for CCC(=O)Nc1c(C)nn(C(=O)CC)c1C ?
MKP-3 inhibition: -4.8%; Hsp70 displacement: 8.0%

How did O=C(Nc1nc(C23CC4CC(CC(C4)C2)C3)cs1)C(=O)NC1CC1 do in these assays?
MKP-3 inhibition: 1.8%; Hsp70 displacement: -1.8%

How did COc1cccc(NC(=O)CSc2nc3ccc(OC)cc3[nH]2)c1 do in these assays?
MKP-3 inhibition: 2.5%; Hsp70 displacement: 1.6%

Results for CC(C)OC(=O)CSc1nnc(-c2ccncc2)n1N ?
MKP-3 inhibition: -3.2%; Hsp70 displacement: -1.8%

What do the screens show for `COc1ccc2[nH]c3c(N4CCN(Cc5ccc6c(c5)OCO6)CC4)ncnc3c2c1`?
MKP-3 inhibition: -3.6%; Hsp70 displacement: 4.2%

What do the screens show for `CC(=O)CC(=O)Nc1ccc(OCc2ccccc2)cc1`?
MKP-3 inhibition: -1.3%; Hsp70 displacement: 4.1%

What do the screens show for `Cc1ccc2cc(C(=O)O)c(C)nc2c1`?
Hsp70 displacement: 1.8%

Results for CCOC(=O)C1=C(C)NC(C)=C(C(=O)OCC)C1 ?
MKP-3 inhibition: -6.7%; Hsp70 displacement: -6.2%

How did COC(=O)CN1C(=O)C(=Cc2ccncc2)SC1=S do in these assays?
MKP-3 inhibition: 3.1%; Hsp70 displacement: 6.2%

What do the screens show for `Cc1cc(C)n(-c2nc3ccccc3nc2N2CCN(C(=O)c3ccc(F)cc3)CC2)n1`?
MKP-3 inhibition: 4.6%; Hsp70 displacement: -1.4%

What do the screens show for `O=C(NCc1ccco1)c1nn(-c2ccccc2)c(=O)c2ccccc12`?
MKP-3 inhibition: -7.2%; Hsp70 displacement: -2.0%

What do the screens show for `COc1ccc(S(=O)(=O)N(CCCN2CCCC2=O)Cc2cc3cc(C)c(C)cc3[nH]c2=O)cc1`?
MKP-3 inhibition: -8.3%; Hsp70 displacement: -6.7%

Results for COc1ccc(CCNC(=O)c2cccc(F)c2)cc1 ?
MKP-3 inhibition: 1.6%; Hsp70 displacement: -3.1%

Results for O=C(CSc1nc2c(c(C(F)(F)F)n1)CCc1ccccc1-2)NCc1ccco1 ?
MKP-3 inhibition: -0.8%; Hsp70 displacement: 3.2%

What do the screens show for `CCOc1cc(/C=N\NC(=O)Cn2nc([N+](=O)[O-])cc2C)ccc1OCc1cccc2ccccc12`?
Hsp70 displacement: 2.5%

Results for CC(=O)NCCOC(=O)Nc1sc(=S)n(C)c1C ?
Hsp70 displacement: 0.5%

Results for C/C(=N\NS(=O)(=O)c1ccc([N+](=O)[O-])cc1)c1ccc(NC(=O)c2ccco2)cc1 ?
MKP-3 inhibition: 0.8%; Hsp70 displacement: 3.7%

How did NC(=O)NC(c1ccc(Cl)cc1)c1ccc(Cl)cc1 do in these assays?
MKP-3 inhibition: 1.6%; Hsp70 displacement: 1.5%

How did COc1cc(NS(=O)(=O)c2ccc(NC(=S)NC(=O)/C=C/c3ccc(F)cc3)cc2)ncn1 do in these assays?
MKP-3 inhibition: 0.5%; Hsp70 displacement: 8.9%

What do the screens show for `Cc1csc(NC(=O)c2nc3nc(C)cc(C)n3n2)n1`?
MKP-3 inhibition: -1.5%; Hsp70 displacement: -5.9%

What do the screens show for `CCOc1ccc2ccccc2c1/C=N/n1cncn1`?
MKP-3 inhibition: 4.6%; Hsp70 displacement: -5.4%

Results for CC(C)Oc1ccc(CNC2CCOC(C)(C)C2)cc1 (configuration not stated) ?
MKP-3 inhibition: 0.2%; Hsp70 displacement: -2.0%

How did Cc1c(Cl)cccc1NC(=O)/C(C#N)=C/c1ccc(N2CCOCC2)o1 do in these assays?
MKP-3 inhibition: 2.1%; Hsp70 displacement: -152.5%

How did Cc1ccc(NC(=O)c2ccccc2[N+](=O)[O-])c(C)c1 do in these assays?
MKP-3 inhibition: -1.0%; Hsp70 displacement: 3.3%

Results for Cc1ccc(/C=N/Nc2ccccn2)cc1 ?
MKP-3 inhibition: 0.1%; Hsp70 displacement: 3.3%

Results for COc1cc(CO)cc(-c2cc(CO)cc(OC)c2OC)c1OC ?
MKP-3 inhibition: 4.2%; Hsp70 displacement: 6.9%

Results for COc1ccc(Nc2nnc(Cc3ccccc3)c(=O)[nH]2)c(OC)c1 ?
MKP-3 inhibition: -1.7%; Hsp70 displacement: -4.6%

What do the screens show for `CCOC(=O)c1cc2c(=O)n3ccccc3nc2n(Cc2ccc(Cl)cc2)c1=N`?
MKP-3 inhibition: 2.7%; Hsp70 displacement: -56.3%

Results for C(=C\c1nc(-c2cccnc2)no1)/c1ccccc1 ?
MKP-3 inhibition: 0.0%; Hsp70 displacement: 7.5%

Results for COc1ccc(N/C(=C(/C(Cl)=C(Cl)Cl)[N+](=O)[O-])n2nnc3ccccc32)cc1 ?
Hsp70 displacement: 23.4%

Results for O=C(CSCc1ccccc1)Nc1ccccc1Cl ?
MKP-3 inhibition: -4.2%; Hsp70 displacement: 7.1%

What do the screens show for `Cc1cccc(OC(=O)C2C(c3ccccc3)C(C(=O)O)C2c2ccccc2)c1` (configuration not stated)?
Hsp70 displacement: -2.0%

How did COc1ccc(/C=C2\SC(=S)N(NC(=O)c3ccccc3Br)C2=O)cc1 do in these assays?
MKP-3 inhibition: 0.5%; Hsp70 displacement: -6.5%

Results for COc1ccc(NC(=O)CSc2nnc(-c3cccnc3)o2)cc1 ?
Hsp70 displacement: 4.3%

How did CCN1CCN(CCNC(=O)c2ccc(CS(=O)(=O)c3c(Cl)cccc3Cl)o2)CC1 do in these assays?
MKP-3 inhibition: 4.0%; Hsp70 displacement: -1.0%

How did O=C(OCc1ccc(COC(=O)c2ccccn2)cc1)c1ccccn1 do in these assays?
Hsp70 displacement: -3.9%

Results for COC(=O)C1C(c2ccccc2)C(C(=O)N2CCN(C)CC2)C1c1ccccc1 (configuration not stated) ?
MKP-3 inhibition: -13.3%; Hsp70 displacement: 3.1%

Results for OCc1nc2ccccc2n1CCCOc1ccccc1 ?
MKP-3 inhibition: -1.5%; Hsp70 displacement: 5.5%

Results for COc1ccc(CNC(=O)C(c2ccco2)N(Cc2cccs2)C(=O)Cc2cccs2)cc1 (configuration not stated) ?
MKP-3 inhibition: 0.8%; Hsp70 displacement: -4.0%

What do the screens show for `CCOC(=O)N1CCN(C2CC(=O)N(c3cccc(Cl)c3)C2=O)CC1` (configuration not stated)?
MKP-3 inhibition: 0.2%; Hsp70 displacement: 4.6%

Results for CCOc1ccc(N(CC(=O)Nc2cc(C)cc(C)c2)S(C)(=O)=O)cc1 ?
MKP-3 inhibition: 3.1%; Hsp70 displacement: -4.7%

Results for COC(=O)c1cc2oc(C)cc2n1CC(=O)N1CCCc2ccccc21 ?
MKP-3 inhibition: 1.8%; Hsp70 displacement: -1.8%

Results for Cc1nonc1C(=O)N/N=C/c1ccc2c(c1)OCO2 ?
MKP-3 inhibition: 1.2%; Hsp70 displacement: -1.5%

What do the screens show for `COCCn1c(-c2ccc(OC)cc2)cnc1SCC(=O)Nc1cc(C)on1`?
MKP-3 inhibition: 7.9%; Hsp70 displacement: -22.9%

How did Cc1c(NC(=O)Nc2ccc(Cl)c(Cl)c2)sc(=S)n1C do in these assays?
Hsp70 displacement: -3.8%

What do the screens show for `COc1ccccc1CNC(=O)COC(=O)c1ccc(NC(N)=O)cc1`?
MKP-3 inhibition: -8.3%; Hsp70 displacement: 1.0%

How did CC12c3ccccc3C(c3ccccc31)C1C(=O)NNC(=O)C12 (configuration not stated) do in these assays?
MKP-3 inhibition: -4.3%; Hsp70 displacement: -0.4%

What do the screens show for `Cn1nc(-c2ccc(N3CCOCC3)c(NS(=O)(=O)c3ccccc3)c2)c2ccccc2c1=O`?
MKP-3 inhibition: 1.2%; Hsp70 displacement: 3.2%

What do the screens show for `Cc1ccccc1C(=O)NNC(=O)Cc1cccc2ccccc12`?
Hsp70 displacement: -0.6%

What do the screens show for `O=C(NCc1ccc(Cl)cc1)c1ccc(C#Cc2ccccc2)cc1`?
MKP-3 inhibition: -0.8%; Hsp70 displacement: -2.1%

What do the screens show for `CN1CCN(C(=O)CCCN2C(=O)/C(=C/c3ccccc3)SC2=S)CC1`?
MKP-3 inhibition: 0.1%; Hsp70 displacement: 6.3%

Results for CC(=O)N1CCc2cc(S(=O)(=O)CCC(=O)N3CCN(C(=O)c4ccco4)CC3)ccc21 ?
MKP-3 inhibition: 0.4%; Hsp70 displacement: 5.7%

What do the screens show for `CCCCOc1ccc(C(=O)NCc2ccc3c(c2)OCO3)cc1`?
MKP-3 inhibition: 1.9%; Hsp70 displacement: -4.0%

Results for COC(=O)C1=C(C)N(C)C(C)=C(C(=O)OC)C1c1ccc(C)c([N+](=O)[O-])c1 ?
MKP-3 inhibition: 3.0%; Hsp70 displacement: -0.2%

Results for N/C(=N\OC(=O)c1ccc(Cl)c([N+](=O)[O-])c1)c1ccccc1Cl ?
MKP-3 inhibition: 1.2%; Hsp70 displacement: -4.2%

How did Cc1ccc(C(C)NC(=O)c2cc(C)oc2C)cc1 (configuration not stated) do in these assays?
MKP-3 inhibition: -8.3%; Hsp70 displacement: -1.8%

Results for c1coc(C2Nc3ccccc3C3OCCC23)c1 (configuration not stated) ?
Hsp70 displacement: 0.3%

Results for COc1ccc(NC(=O)C(=O)N/N=C/c2ccc3c(c2)OCO3)cc1 ?
MKP-3 inhibition: 0.1%; Hsp70 displacement: 5.0%

Results for COc1ccc(N2CSC3=C(C#N)C(c4cc(OC)c(OC)cc4OC)CC(=O)N3C2)c(OC)c1 (configuration not stated) ?
MKP-3 inhibition: -4.9%; Hsp70 displacement: -3.3%

What do the screens show for `COc1ccc(CCNC(=O)CCNS(=O)(=O)c2ccc3c(c2)CCN3C(C)=O)cc1OC`?
MKP-3 inhibition: -2.2%; Hsp70 displacement: -1.5%

Among those listed so far, 2 have a thiophene ring, fused or not:
What do the screens show for `c1csc(-c2nn3c(Cn4cnc5ccccc54)nnc3s2)c1`?
MKP-3 inhibition: -3.7%; Hsp70 displacement: -3.8%

Results for COc1ccc(CNC(=O)C(c2ccco2)N(Cc2cccs2)C(=O)Cc2cccs2)cc1 (configuration not stated) ?
MKP-3 inhibition: 0.8%; Hsp70 displacement: -4.0%

Not all compounds are listed (hit frequency here may not be typical).
